Screens as filed in PubChem.
L3MBTL1 inh = L3MBTL1 (human) inhibition; AlphaScreen L3MBTL1–H3K9me1 peptide binding; Q9Y468; Potency, µM (titrated, usually from 57.1 µM), without a hit: at the highest dose activity, negative = inhibition, hits mostly inhibitors; hit rate 0.66% among 230,000; further: on the % scale 0 is the no-effect control and ±100 the full control effect; nearly all actives have a fitted effect of over 60% in size
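L3MBTL1 (50 nM) pre-complexed 30 min with biotinylated H3(1-15)K9me1 peptide (75 nM), then compounds added for 30 min at room temperature; AlphaScreen streptavidin donor/nickel chelate acceptor beads (10 ug/mL final) read after 30 min dark incubation.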
Luc counter = Kinase-Glo luciferase inhibition (counter-screen); AID 1379; Kinase-Glo luciferase, ATP luminescence, 8 min; Potency, µM (top dose mostly 38.3 µM), inactives show at the top dose activity change, negative = inhibition, actives largely listed as inhibitors; hit rate 0.28% among 200,000; further: on the % scale 0 is the no-effect control and ±100 the full control effect; nearly all actives have a fitted effect of over 60% in size
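Compound is pinned into ATP-containing buffer (10 uM ATP, imidazole pH 7.2, 7 mM MgCl2). Kinase-Glo luciferase reagent is then added. Light output is recorded following an 8-min room-temperature incubation.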
KDM4E inh = inhibitors of human JMJD2E histone demethylase; B2RXH2; JMJD2E catalytic domain, FDH-coupled NADH fluorescence (FDH is formaldehyde dehydrogenase); Potency, µM (titrated, usually from 57.1 µM), without a hit: at the top dose activity change, negative = inhibition, usual class: inhibitors; hit rate 1.6% among 230,000; active means well fitted inhibition curve with a large enough effect, not every such curve was filed as active; inconclusive means small, poorly fitted or top-dose-only effect, or another doubt; inactive means no such curve, though single readings can be large or run the other way;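 further: 0% = wells with enzyme and -100% = buffer wells without enzyme; nearly all actives have a fitted effect of over 50% in size; many of its hits are not listed in these tables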
Target sequence (B2RXH2 1-337 limits assumed): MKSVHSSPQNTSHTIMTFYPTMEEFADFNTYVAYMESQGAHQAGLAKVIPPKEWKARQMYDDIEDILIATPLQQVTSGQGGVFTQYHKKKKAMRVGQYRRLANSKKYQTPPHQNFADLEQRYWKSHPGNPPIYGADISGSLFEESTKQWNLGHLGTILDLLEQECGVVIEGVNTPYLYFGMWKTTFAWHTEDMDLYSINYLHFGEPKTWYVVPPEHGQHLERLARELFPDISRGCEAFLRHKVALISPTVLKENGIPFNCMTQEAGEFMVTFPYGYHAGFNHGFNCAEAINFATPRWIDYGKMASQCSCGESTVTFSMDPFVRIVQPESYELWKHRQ
SMN2 splice up = increases expression of the SMN2 splice variant | HEK293 SMN2-luciferase splicing reporter, luminescence, 30-36 h | Potency, µM (titrated, usually from 46.1 µM), for inactives: at the highest dose activity change, positive = activation, actives largely listed as activators | hit rate 2.8% among 210,000; further: % of control where 0% means no effect; nearly all actives have a fitted effect of over 55% in size
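HEK293 cells carry an SMN2 minigene-luciferase reporter in which exon 7 inclusion puts luciferase in frame. Cells were seeded at 2000 cells/well, attached for 10-12 hours, then exposed to compounds for 30-36 hours at 37C before ONE-Glo luminescence.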
Lamin A splicing = LMNA splicing modulation. HeLa LMNA splicing GFP/RFP minigene ratio, 48 h. Potency, µM (titrated, usually from 46.1 µM), for inactives: top-dose ratio change, negative = inhibition, actives largely listed as inhibitors. hit rate 0.01% among 200,000. AID 1487; active means well fitted inhibition curve with a large enough effect in the signal ratio, with a control signal flat, not every such curve was filed as active; inconclusive means small, poorly fitted or top-dose-only effect, or effect the other way, or a change in a side signal; the % refers to the signal ratio; further: on the % scale 0 is the no-effect control and ±100 the full control effect
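Read-out is the ratio of GFP to DsRed2 object intensity, acquired by 488 nm laser-scanning cytometry on HeLa lamin A-EGFP minigene reporter cells. Compound incubation 48 hrs at 37 °C in Opti-MEM with 2% FBS; DMSO 0.5% final.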
Tau fibril ThT = inhibitors of human tau fibril formation, thioflavin T binding; hit rate 2.1% among 270,000; Potency, µM (series often up to 57.4 µM), for inactives: at the highest dose activity, negative = inhibition, hits mostly inhibitors; recombinant tau K18 P301L, heparin-induced fibrillization, ThT fluorescence; further: on the % scale 0 is the no-effect control and ±100 the full control effect; nearly all actives have a fitted effect of over 55% in size
Target sequence (P10636 561-689 P618L limits assumed): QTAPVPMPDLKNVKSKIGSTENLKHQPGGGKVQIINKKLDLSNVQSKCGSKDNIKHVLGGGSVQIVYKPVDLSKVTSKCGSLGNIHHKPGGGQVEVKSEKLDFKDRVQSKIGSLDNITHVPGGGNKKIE
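Using a mix of unlabeled (15 uM) and Alexa 594-labeled (0.24 uM) tau K18 P301L, heparin-triggered fibrillization over 6 hr at 37 C was scored by ThT fluorescence.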
ALDH1A1 inh = inhibitors of human aldehyde dehydrogenase 1A1. P00352. Purified ALDH1A1, NADH fluorescence, propionaldehyde substrate. Potency, µM (highest dose often 75.3 µM), inactives show at the highest dose activity, negative = inhibition, most hits filed as inhibitors. hit rate 7.3% among 220,000. AID 1030; active means well fitted inhibition curve with a large enough effect, not every such curve was filed as active; inconclusive means small, poorly fitted or top-dose-only effect, or another doubt; inactive means no such curve, though single readings can be large or run the other way;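 further: plate controls were no enzyme wells and a reference inhibitor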
Target sequence (P00352 whole entry, looked up): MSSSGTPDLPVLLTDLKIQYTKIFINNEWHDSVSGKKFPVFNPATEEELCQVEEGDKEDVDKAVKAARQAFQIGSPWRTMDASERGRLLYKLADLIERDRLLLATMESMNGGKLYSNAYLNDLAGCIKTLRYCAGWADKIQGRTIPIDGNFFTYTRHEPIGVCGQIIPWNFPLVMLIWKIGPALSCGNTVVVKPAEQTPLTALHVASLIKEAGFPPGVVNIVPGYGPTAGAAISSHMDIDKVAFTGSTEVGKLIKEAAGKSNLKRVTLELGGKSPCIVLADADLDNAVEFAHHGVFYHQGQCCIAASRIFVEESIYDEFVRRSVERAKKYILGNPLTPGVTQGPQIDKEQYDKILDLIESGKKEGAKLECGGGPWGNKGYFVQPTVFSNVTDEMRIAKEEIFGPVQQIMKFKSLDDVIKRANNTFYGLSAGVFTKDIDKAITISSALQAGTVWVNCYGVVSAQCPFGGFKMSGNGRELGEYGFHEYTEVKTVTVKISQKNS
RECQ1 inh = blocks DNA unwinding by human RECQ1. Potency, µM (titrated, usually from 57.3 µM), without a hit: at the highest dose activity, negative = inhibition, most hits filed as inhibitors. RECQ1 DNA unwinding, red fluorescence kinetic read. hit rate 0.54% among 240,000. P46063;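 further: plate controls were vehicle for no effect and no enzyme for full effect; nearly all actives have a fitted effect of over 30% in size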
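RECQ1T1 50 nM; forked duplex (20 bp + 30-nt ss tails) 200 nM, ATP 2 mM final; pH 8.0, 2 mM MgCl2, 2.5 ug/ml poly(dI-dC); 15 min compound preincubation; discontinuous kinetic read over 2 h at RT.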
Active calls of the source: *; i = inactive; ? = inconclusive; · = not tested or not shown; [ ] = remark or other dose. Unless noted, the call rests on the fitted dose curve; in most records, active means well fitted curve in the direction sought with a large enough effect; inconclusive means small, poorly fitted or top-dose-only effect, or another doubt; inactive means no such curve, though single readings can be large; an effect the other way counts as inactive or inconclusive. Potency means the concentration at half of the fitted maximal effect. A portion of the library. The share of hits here may be higher or lower than overall.

Values run as follows: L3MBTL1 inh | Luc counter | KDM4E inh | SMN2 splice up | Lamin A splicing | Tau fibril ThT | ALDH1A1 inh | RECQ1 inh
Cc1ccc(C)c(N2C(=O)c3cc(N4CCOCC4)c([N+](=O)[O-])cc3C2=O)c1
 : 6% | 4% | -4% | 5% | 2% | -18% | -13% | 7%
CCOC(=O)c1ccc(NC(=S)N2CCSC2c2ccc(Cl)cc2)cc1 (stereo not given)
 : 6% | 0% | -2% | -9% | ? | -10% | -7% | ?
CC1Oc2ccccc2N(CC(=O)NCc2cccs2)C1=O (stereo not given)
 : 18%[11.4 µM] | -10% | 0% | ? | -3% | -1% | -1% | -4%
Cc1cc(C(=O)CSc2nc(N)cc(N)n2)c(C)n1CCc1ccc(F)cc1
 : -5% | 3% | -2% | -65%[inhibitor] | ? | ? | 1% | -4%
CCOC(=O)c1ccc(N2CCOCC2)c(NC(=O)COCC(=O)O)c1
 : -5% | · | ? | · | 9%[46 µM] | 3% | -9% | -9%
CCc1cc2c(=O)c(-c3cscn3)coc2cc1O
 : 19%[11.4 µM] | -6% | 0% | 21% | -10% | -6% | 1% | -1%
Cn1ccnc1SCc1cn2cc(Br)ccc2n1
 : -6% | 6% | -1% | ? | 9% | -17% | 5% | i
Cc1sc2c(c1C)c(=O)n(-c1ccccc1)c(=O)n2CC(=O)NCC1CCCO1 (stereo not given)
 : · | 0% | 12% | -14% | · | 4% | -1% | -13%
O=C(NC(Nc1nc2ccc([N+](=O)[O-])cc2s1)(C(F)(F)F)C(F)(F)F)c1cccnc1
 : 3% | 0% | -3% | -53%[inhibitor] | ? | -15% | ? | -6%
CN(C)C(=O)c1nc2ccc(Cl)cn2c1CNCc1ccccc1OC(F)(F)F
 : -3% | · | -2% | · | · | 3% | -10% | -15%
CC1CCCC(C)N1C(=O)COC(=O)c1ccc2c(c1)OCO2 (stereo not given)
 : -5% | -6% | -12% | 1% | 3% | 2% | -4% | 1%
COc1cccc(C2=CC(c3ccc(OC)c(OC)c3)NC(=S)N2)c1 (stereo not given)
 : -4% | · | ? | · | · | ? | 14µM* | -1%
CCC(=O)Nc1c(S(=O)(=O)c2ccc(C)cc2)c2nc3ccccc3nc2n1C(C)c1ccccc1 (stereo not given)
 : 10% | 2% | ? | -6% | ? | -11% | ? | -15%
S=C=Nc1cccc(NC(=S)NCCCCNC(=S)Nc2cccc(N=C=S)c2)c1
 : · | 1% | 2% | 7% | · | -8% | ? | -15%
CCOC(=O)c1ccc(NC(=O)c2cccc(C)c2[N+](=O)[O-])cc1
 : 4% | -1% | 5% | · | · | ? | -1% | i
Cc1cccc(N2CCN(Cc3cnc(Cl)s3)CC2C)c1 (stereo not given)
 : · | 3% | -2% | -18% | 0%[46 µM] | ? | -11% | -20%
COC(=O)CNC(=O)c1ccccc1F
 : · | 1% | 1% | 6% | 1% | -9% | 12% | 8%
COc1cccc(-c2nn(-c3ccccc3)cc2/C=C\C(=O)c2cccs2)c1
 : -18% | -5% | 2% | -74%[inhibitor] | -20% | 1% | ? | -2%
O=C(NNc1ccccc1[N+](=O)[O-])Nc1ccc(Cl)c(Cl)c1
 : -2% | 2% | -29% | -17% | ? | 16µM* | ? | -5%
C=CCn1c(SCc2nc3sc(C(=O)O)c(C)c3c(=O)[nH]2)nnc1-c1ccc(C(C)(C)C)cc1
 : ? | · | 7% | · | ? | ? | 20µM* | -2%
COCCCNC(=O)CSc1ccsc1[N+](=O)[O-]
 : -7% | 1% | -10% | -1% | · | -12% | ? | 0%
O=C(c1ccc2c(=O)n(Cc3ccco3)c(=S)[nH]c2c1)N1CCN(c2ccccc2)CC1
 : 1% | -3% | -6% | -25% | 1% | 3% | ? | -7%
COCCNC(=O)/C(C#N)=C/c1cc(Br)c(O)c(OC)c1
 : 4% | -2% | -1% | 9% | -21%[46 µM] | -14% | -13% | -4%
O=[N+]([O-])c1ccc(N2CCN(c3ccccc3F)CC2)c(S(=O)(=O)N2CCOCC2)c1
 : -5% | · | -4% | · | -9% | -12% | ? | 0%
CC12CCC(C(=O)Nc3ccccc3Cl)([C@H](Br)C1=O)C2(C)C (stereo not given in full)
 : 16% | · | 6% | · | · | 1% | · | -3%
CC(C)c1ccc(C2CC(c3ccc(Br)cc3)=NN2C(N)=S)cc1 (stereo not given)
 : -12% | -3% | -11% | -23% | ? | -7% | -6% | -5%
Cc1nn(-c2ccccc2)c(N2CCCC2)c1/C=N/NC(=O)c1ccccc1O
 : 6% | 1% | ? | 13% | ? | ? | ? | 11%
CN1CCN(C(=O)C2CCC(C)(C(=O)O)C2(C)C)CC1 (stereo not given)
 : 0% | -1% | -4% | · | -16%[46 µM] | -5% | -8% | -1%
N#C/C(=C\c1cccc([N+](=O)[O-])c1)C(=O)NCC1CCCO1 (stereo not given)
 : -15% | -3% | -10% | · | · | -2% | 2% | 1%
OCCC1CN(CCCn2cccn2)CCN1C1CCCCC1 (stereo not given)
 : 3% | -1% | -3% | · | 15%[46 µM] | -4% | 6% | -11%

Among those listed so far, four have two or more sulfur atoms.
Values run as follows: L3MBTL1 inh | Luc counter | KDM4E inh | SMN2 splice up | Lamin A splicing | Tau fibril ThT | ALDH1A1 inh | RECQ1 inh
CCOC(=O)c1ccc(NC(=S)N2CCSC2c2ccc(Cl)cc2)cc1 (stereo not given)
 : 6% | 0% | -2% | -9% | ? | -10% | -7% | ?
S=C=Nc1cccc(NC(=S)NCCCCNC(=S)Nc2cccc(N=C=S)c2)c1
 : · | 1% | 2% | 7% | · | -8% | ? | -15%
C=CCn1c(SCc2nc3sc(C(=O)O)c(C)c3c(=O)[nH]2)nnc1-c1ccc(C(C)(C)C)cc1
 : ? | · | 7% | · | ? | ? | 20µM* | -2%
COCCCNC(=O)CSc1ccsc1[N+](=O)[O-]
 : -7% | 1% | -10% | -1% | · | -12% | ? | 0%

Part of the list above, limited to L3MBTL1 inh:
Molecule,L3MBTL1 inh
Cc1nn(-c2ccccc2)c(N2CCCC2)c1/C=N/NC(=O)c1ccccc1O,6%
N#C/C(=C\c1cccc([N+](=O)[O-])c1)C(=O)NCC1CCCO1 (stereo not given),-15%
O=C(NNc1ccccc1[N+](=O)[O-])Nc1ccc(Cl)c(Cl)c1,-2%

Next section.
Values run as follows: L3MBTL1 inh | Luc counter | KDM4E inh | SMN2 splice up | Lamin A splicing | Tau fibril ThT | ALDH1A1 inh | RECQ1 inh
Cc1cc(-n2c(=O)c(C#N)cc3c(=O)n4ccccc4nc32)no1
 : -25% | -1% | ? | -5% | -5% | 3% | ? | ?
COc1ccccc1N(C)S(=O)(=O)c1ccc(C(=O)Nc2ccc(N3CCOCC3)cc2)cc1
 : -26% | 1% | -1% | -46%[inhibitor] | -9%[46 µM] | ? | -14% | -8%
CCOC(=O)c1ccc(NC(=S)NCCCN2CCOCC2)cc1
 : -1% | 3% | 3% | · | · | 4% | -1% | 5%
CCN(CC)C(=O)CSc1ncnc2c1cnn2-c1ccccc1
 : 11% | 1% | -2% | 27% | ? | -9% | ? | -2%
Cc1ccc(N/N=C(/Sc2nnnn2-c2ccccc2)C(=O)c2ccccc2)cc1
 : -1% | 3% | 9% | -17% | 15% | -14% | 3.2µM* | -10%
CN(C)S(=O)(=O)c1cc(NC(=O)Cn2ccsc2=N)ccc1Cl
 : 21% | 1% | -7% | 0% | · | -3% | 9% | -12%
O=c1[nH]n2c(=O)c3c([nH]c2c1N=Nc1cccc(Cl)c1)CCCC3
 : -2% | 1% | 1% | -2% | ? | 2.8µM* | -2% | 0%
O=C(Nc1nccs1)c1ccc2nccnc2c1
 : -4% | -4% | -4% | -3% | 11% | ? | -4% | 0%
Cc1cc(OC(=O)c2ccc3ccccc3c2)c([N+](=O)[O-])c(=O)[nH]1
 : 7% | 1% | -12% | 2% | · | -2% | 5% | -2%
COc1ccc(Cn2cccc(NC(=O)Nc3ccc(F)cc3)c2=O)cc1
 : -4% | -1% | ? | · | ? | -13% | ? | i
O=C(C1CC1)N1CCc2[nH]c3ccccc3c2C1
 : -2% | -4% | 5% | 11% | 0% | -8% | 1% | -3%
O=C(CCCn1c(SCc2ccccc2F)nc2ccccc2c1=O)NCC1CCCO1 (stereo not given)
 : · | 3% | -2% | -37%[inhibitor] | · | -10% | ? | -7%
Cc1nonc1C1CCCN1Cc1cn[nH]c1-c1ccc(-c2ccccc2)cc1 (stereo not given)
 : -16% | · | -15% | · | · | -6% | 7.1µM* | -7%
O=C(Cn1nc(-c2ccc3c(c2)OCCO3)ccc1=O)Nc1ccc(-n2cnnn2)cc1
 : 40%[activator] | 4% | -29% | 9% | -35%[46 µM] | 15% | -15% | 16%
COc1cc(/C=N/NC(=O)C2C3CCCCC32C)cc(Br)c1O (stereo not given)
 : -9% | -2% | -1% | -4%[1.84 µM] | -9% | ? | ? | -3%
Cc1cccc(OCc2nnc(SCn3nnc4ccccc4c3=O)o2)c1
 : 4% | -2% | 0% | -4% | 7% | ? | ? | -17%
CN(C)CCCNC(=O)/C(=C\c1ccc(-c2ccc(Br)cc2)o1)NC(=O)c1ccccc1
 : 1% | 2% | ? | 5% | -6% | -14% | -6% | -7%
COCCCN1C(=O)/C(=C/c2ccc(CNS(=O)(=O)c3ccccc3)o2)C(C(=O)OC)=C1C
 : -11% | 2% | ? | -5% | -1%[46 µM] | 14µM* | 35µM* | i
